# Assay outcomes as filed in PubChem BioAssay.
# ARFGAP1 inhibitor: inhibits rat ARF GTPase activating protein 1; Q62848; 360,000 compounds, 0.26% hits; inhibition, % at 16.5 µM; Arfgap1-stimulated ARF1 GTP hydrolysis, GDP FP detection;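 active = inhibition above a per-plate limit, mean inhibition of low control wells plus 3 SD, cut at about 25% in these data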;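 note: 0% = DMSO wells with enzyme and 100% = wells lacking Arfgap1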
#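 Assay system: Rat Arfgap1 GAP domain (His6, aa 1-136), purified enzyme | Buffer or medium: HEPES 25 mM pH 7.5, NaCl 150 mM, MgCl2, DTT | Schedule: GTP hydrolysis reaction 2 h at 25 °C | Signal: FP of antibody-bound GDP Alexa 633 tracer, ex 620/em 688 nm | Measure: Percent inhibition of Arfgap1-stimulated GTP hydrolysis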
# DDE Tn7 FP inh: disrupts Tn7 cyclic peptide binding to fibrin D-Dimer-E complex; AID 720508; 370,000 compounds, 0.13% hits; FP displacement of FITC-Tn7 peptide from fibrin DD(E); 0% = median of compound wells per plate; inhibition, % at 8.3 µM; P02675;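 active = inhibition above the mean of compounds falling within the control limits plus 3 SD of them, cut at about 14% in these data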;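 note: 0% = plate median of compound wells and 100% = 10 µM Aha-Tn7 peptide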
#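 Assay system: Human clot-derived fibrin DD(E) complex | Buffer or medium: Tris/NaCl/CaCl2 buffer, pH 7.8 | Repeats: One replicate per compound | Benchmarks: Aha-Tn7 high control | Measure: % inhibition scaled between sample-field median and high-control FP | Schedule: 10 min plus 3 h, room temperature | Signal: Fluorescence polarization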
# ASAP1 GAP inh: blocks human ASAP1-stimulated Arf1 GTP hydrolysis. Q9ULH1. 360,000 compounds, 0.19% hits. inhibition, % at 16.5 µM. GDP FP detection; in the data active = inhibition above about 25%;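 note: 0% = vehicle with enzyme and substrate and 100% = no enzyme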
# Target sequence (Q9ULH1 325-724 limits assumed): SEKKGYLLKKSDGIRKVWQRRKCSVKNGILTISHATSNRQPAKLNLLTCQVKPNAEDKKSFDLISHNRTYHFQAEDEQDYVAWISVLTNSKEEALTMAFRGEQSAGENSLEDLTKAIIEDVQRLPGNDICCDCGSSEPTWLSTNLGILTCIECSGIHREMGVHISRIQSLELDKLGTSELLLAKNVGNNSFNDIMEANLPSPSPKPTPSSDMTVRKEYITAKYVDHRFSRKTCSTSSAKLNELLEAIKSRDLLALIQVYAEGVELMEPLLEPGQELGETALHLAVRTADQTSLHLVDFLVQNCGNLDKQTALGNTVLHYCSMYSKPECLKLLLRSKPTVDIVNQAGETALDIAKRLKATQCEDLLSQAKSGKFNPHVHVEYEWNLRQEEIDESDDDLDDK
# TDP2 inh: TDP2 (human) inhibition, absorbance primary screen; O95551; recombinant TDP2, T5PNP hydrolysis, p-nitrophenol absorbance 415 nm; inhibition, % at 12.8 µM; 370,000 compounds, 0.34% hits;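 active = inhibition above the mean of all tested compounds plus 3 SD, set per campaign, cut at about 25% in these data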;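 note: 0% = DMSO with enzyme and 100% = buffer with substrate but no TDP2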
#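 Evaluation: % inhibition relative to enzyme-containing and enzyme-free wells. Material: recombinant human TDP2. Benchmarks: enzyme-free and DMSO wells. Timing: enzyme reaction with compound for 2 h at 37 °C. Compound dosing: 12.8 µM only. Measured by: p-Nitrophenol epi absorbance. Reagent: T5PNP substrate at 5 mM, a TopII-DNA adduct mimic. Replication: single well per compound.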
# PLC-gamma1 inh: blocks human PLC-gamma1 enzyme activity; P19174; purified PLC-gamma1, fluorogenic substrate, fluorescence; inhibition, % at 12.2 µM; 370,000 compounds, 0.84% hits; AID 720700; in the data active = inhibition above about 9.5%
# DDE Tn6 FP inh: DD(E)-Tn6 binding inhibition, primary FP screen. 370,000 compounds, 0.21% hits. AID 720509. Fibrin DD(E) TRITC-Tn6 fluorescence polarization displacement. inhibition, % at 8.3 µM;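 active = inhibition above a per-campaign cutoff: mean of compounds within control limits plus 3 SD, cut at about 15% in these data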;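 note: 0% = median of all compound wells on the plate and 100% = blocking peptide control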
# ADAM17 inh: ADAM17 inhibition, QFRET primary screen | recombinant ADAM17, EDANS/DABCYL FRET peptide cleavage | inhibition, % at 6.95 µM | 370,000 compounds, 0.83% hits | AID 720648;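 active = inhibition above the mean of compounds lying between control limits plus 3 SD, set per campaign, cut at about 8.5% in these data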;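 note: 0% = DMSO-only wells as the low control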
# Target sequence (P78536 215-824 limits assumed): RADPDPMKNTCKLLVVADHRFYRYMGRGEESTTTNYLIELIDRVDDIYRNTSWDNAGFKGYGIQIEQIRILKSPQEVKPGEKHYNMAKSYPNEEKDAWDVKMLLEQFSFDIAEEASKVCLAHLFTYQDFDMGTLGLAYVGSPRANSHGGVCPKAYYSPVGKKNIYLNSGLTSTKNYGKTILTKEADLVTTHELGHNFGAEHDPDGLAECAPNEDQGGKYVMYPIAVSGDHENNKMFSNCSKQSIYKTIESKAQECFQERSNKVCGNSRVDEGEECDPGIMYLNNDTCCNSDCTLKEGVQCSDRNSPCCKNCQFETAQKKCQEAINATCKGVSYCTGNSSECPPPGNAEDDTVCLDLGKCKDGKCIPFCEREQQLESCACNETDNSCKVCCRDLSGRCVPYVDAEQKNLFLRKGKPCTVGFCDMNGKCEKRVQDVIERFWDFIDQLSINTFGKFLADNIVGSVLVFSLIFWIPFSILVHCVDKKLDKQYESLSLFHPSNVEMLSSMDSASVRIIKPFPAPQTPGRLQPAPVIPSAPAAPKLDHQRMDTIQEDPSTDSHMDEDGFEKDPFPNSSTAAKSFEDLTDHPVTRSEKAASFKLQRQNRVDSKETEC
# LEDGF integ inh: blocks HIV-1 LEDGF/p75-dependent DNA integration | TR-FRET IN-LEDGF/p75 DNA integration, Eu/Cy5 | inhibition, % at 3.7 µM | 370,000 compounds, 0.64% hits | AID 743269;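 active = inhibition above the screen-wide mean plus 3 SD, cut at about 13% in these data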;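 note: signal is the Cy5 over europium emission ratio at 671 and 618 nm; 0% = plate median of compound wells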
# ADAM10 inh: inhibitors of human ADAM10; 370,000 compounds, 0.62% hits; O14672; recombinant ADAM10, EDANS/DABCYL FRET peptide cleavage, 3 h; inhibition, % at 7 µM;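 active = inhibition above a per-campaign cutoff equal to the mean of compounds falling between control-based bounds plus 3 SD, cut at about 20% in these data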;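 note: 0% = DMSO wells while the 100% control is not disclosed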
# proKLK7 act: activates the human kallikrein-7 zymogen; AID 652039; purified proKLK7, EDANS-DABCYL substrate fluorescence; 100% is mature enzyme control, 0% vehicle; 370,000 compounds, 0.9% hits; P49862; activation, % at 7 µM;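 active = activation above the mean of all tested compounds plus 3 SD, computed per campaign excluding outliers beyond control limits, cut at about 13% in these data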
# The depositor's hits bear a star; . = no result given.
LEDGF integ inh,ADAM17 inh,ARFGAP1 inhibitor,PLC-gamma1 inh,DDE Tn7 FP inh,DDE Tn6 FP inh,proKLK7 act,TDP2 inh,ASAP1 GAP inh,ADAM10 inh,SMILES
0,-3,-4,0,8,-3,-0.5,1,-4,-6,CCn1c(SC(C)C(=O)Nc2ccc(N3CCOCC3)cc2)nnc1-c1ccco1 (configuration not stated)
0,-5,-16,-2,-2,-4,0.2,7,-7,1,COc1cccc(CN(CC(=O)NCC2CCCO2)C(=O)CCC(=O)Nc2cc(C)on2)c1 (configuration not stated)
-9,-2,-8,-5,-2,-3,-0.1,-2,11,4,Cc1ccc(C(=O)CSc2nc(O)cc(=O)[nH]2)cc1C
0,-12,19,-26,-14,4,-1.2,0,8,-58,COc1ccc2nnc(-c3ccccc3)n2n1
2,-4,11,-6,7,0,-0.5,-9,10,6,O=C(c1ccc2snnc2c1)N1CCOCC1
0,0,5,0,-2,-8,-0.1,-1,2,9,Cn1c(=O)c2c(nc(Br)n2C/C=N/NC(N)=S)n(C)c1=O
2,-4,12,6,-5,3,-0.1,5,-5,-5,COc1cc(C(=O)NNC(=O)c2nn(C)c(=O)c3ccccc23)cc(OC)c1OC
-4,1,-1,2,2,-1,0.0,3,-22,-11,CCOC(=O)CCc1c(C)nc2c(c(C)nn2C(C)(C)C)c1C
5,1,-3,7,-4,4,-0.2,-3,6,-5,CCNc1nc(NC(C)C)nc(Oc2ccc(OCCOc3ccccc3)nn2)n1
5,-6,-1,0,0,5,-0.1,1,1,-11,O=c1cn[nH]c2ccc(Br)cc12
2,-1,-3,1,1,-2,0.2,4,0,-2,CCOC(=O)C1(C)CCCN1C(=O)c1cncc(Br)c1 (configuration not stated)
-3,-2,-1,-1,-1,-1,-0.1,3,-2,-7,CC(=O)N1CCc2cc(S(=O)(=O)CCC(=O)NCCc3ccc(Cl)cc3)ccc21
-6,-2,7,0,9,2,0.3,1,-13,0,O=c1cc(CSc2nnc(COc3ccccc3Cl)o2)nc2sccn12
-1,-1,3,1,1,0,-0.7,-2,11,2,CC(C)Oc1ccc(/C=N/NC(N)=S)cc1
-2,-1,-8,-2,-6,-12,-0.2,6,3,-1,O=[N+]([O-])c1ccc(S(=O)(=O)N/N=C/c2cccs2)cc1
1,-3,-1,-19,-1,3,2.2,7,12,-11,O=c1[nH]n(-c2cccc3cccnc23)c(=O)c2ccccc12
-4,-2,-6,-6,5,1,-0.8,-4,-3,-8,CCOC(=O)Cc1csc(NS(=O)(=O)c2ccc(Cl)cc2)n1
1,-2,-4,-27,-9,-6,1.1,-6,6,0,COc1ccc(Nc2nnc(-c3ccc(O)cc3)c3ccccc23)cc1
-3,-3,0,-1,0,5,-0.7,-2,1,-7,C=CCN(C(=O)c1ccc(Cl)cc1)c1ccccc1C(=O)NCC(=O)O
-1,-2,10,1,2,3,0.2,-1,7,3,O=[N+]([O-])c1cc(/C=N/N2CCOCC2)cs1
-3,-1,0,2,-3,-7,-1.0,6,-3,-2,CCOC(=O)/C(C(N)=NCCO)=C(/O)c1ccccc1
4,3,-1,5,-4,4,0.8,0,13,5,Cc1ccc(NS(=O)(=O)c2cccc(C(=O)NCC(c3ccc(F)cc3)N3CCOCC3)c2)cc1 (configuration not stated)
-1,-5,1,0,-2,6,-0.5,4,-10,-6,CCOC(=O)c1cc(-c2ccccc2)sc1NC(=O)CN1C(=O)NC(CC)(c2ccc(F)cc2)C1=O (configuration not stated)
2,-4,-8,0,1,4,-0.1,2,-13,-8,O=C(CCS(=O)(=O)c1ccc2c(c1)NC(=O)CO2)NCCc1ccc(Cl)cc1
3,-2,12,-2,-3,1,0.2,-1,-2,11,O=C(NCc1ccccn1)Nc1ccc(Br)cc1Cl

# Next compounds
LEDGF integ inh,ADAM17 inh,ARFGAP1 inhibitor,PLC-gamma1 inh,DDE Tn7 FP inh,DDE Tn6 FP inh,proKLK7 act,TDP2 inh,ASAP1 GAP inh,ADAM10 inh,SMILES
-2,-9,.,-28,5,12,-0.3,-2,.,-9,CCOc1ccc(-c2cc(C(C)=O)c3n(c2=O)CCC3)cc1
-3,-4,-1,-1,-1,-3,-0.1,0,-14,-14,CCOc1ccc(C(c2c(O)nc(SC)[nH]c2=O)c2c(O)nc(SC)[nH]c2=O)cc1
4,6,1,-1,-6,-4,0.5,-7,10,17,O=C(CSc1nnc(-c2ccc(O)cc2)n1-c1ccccc1)CC(=O)Nc1ccccc1
-1,-2,0,6,-1,-14,-0.1,-4,-3,-4,COC(=O)C1=C(C)N(Cc2ccccc2C(F)(F)F)C(=NCc2ccc(OC)cc2)NC1c1cccc(Cl)c1 (configuration not stated)
3,-2,0,-2,-4,3,0.2,4,11,5,Cc1cccn2c(=O)nc(SCC(=O)Nc3ccc4c(c3)OCCO4)nc12
-1,-1,1,0,-4,0,0.0,2,-10,-5,COc1cccc(NC(=O)N(C)C[C@@H]2OCc3cn(nn3)CCCC(=O)N([C@H](C)CO)C[C@H]2C)c1
-1,0,7,0,-4,9,0.3,2,6,4,COc1ccc(-c2cc(C(=O)Nc3cc(C)nn3-c3ccccc3)no2)cc1OC
-1,8,15,4,-5,2,0.4,-10,8,23*,CN(Cc1ccccc1)C(=O)c1[nH]cnc1C(=O)N[C@@H](Cc1ccccc1)C(=O)OC(C)(C)C
-1,-32,-4,-12,2,-3,-1.4,3,2,-103,Cc1ccc2oc(=O)c3cc(C(=O)NCCCN4C(C)CCCC4C)sc3c2c1 (configuration not stated)
-3,-2,-7,1,9,3,-0.2,11,-1,-1,Cc1ccc(S(=O)(=O)NCCc2nc3ccccc3[nH]2)cc1
1,3,-11,5,-2,0,1.3,-8,7,10,COc1cc(/C=N/NC(N)=S)ccc1OC(=O)c1ccc(C)cc1
0,-3,13,-1,1,-7,-0.2,7,-3,-2,Cc1cccc(N(CC(O)CN2CCOCC2)S(=O)(=O)c2ccccc2)c1 (configuration not stated)
-1,-7,6,2,8,-7,-0.3,-6,2,0,CCc1ccc(N(CC(=O)NC)S(C)(=O)=O)cc1
-2,-5,4,-10,-3,-6,8.5,4,-1,-10,Cc1cccc(C)c1NC(=O)COC(=O)c1ccc2[nH]c3c(c2c1)CCCC3
-3,3,-4,-1,1,6,0.3,-17,-7,0,CSCC(=O)NC1CCCN(C2Cc3ccccc3C2)C1 (configuration not stated)
2,-27,-8,-11,-4,7,-0.1,9,-3,-99,Cc1ccc2nc(SCC(=O)NCCc3ccccc3)nc(=O)n2c1
11,1,-10,-10,3,1,-0.6,-1,20,8,CCOC(=O)Cc1csc(NC(=O)CSc2nc(-c3ccccc3)c(C#N)c(=O)[nH]2)n1
-4,-5,1,-1,1,10,-0.4,-1,13,-9,CC(C)N(C)c1ncnc2c1ncn2[C@H]1CN(CCN2CCOCC2)C[C@@H](CO)O1
4,2,17,-5,-6,1,-0.3,-1,-3,-1,CCn1c(C)nc2cc(C(=O)NNC(=S)Nc3ccc(Cl)cc3Cl)ccc21
5,-1,-7,2,-4,0,0.3,-14,-5,6,CCN(CC)CCN(C(=O)c1c(F)cccc1F)c1nc2cc(C)cc(C)c2s1
1,1,10,0,-6,-2,-0.5,7,-7,4,Cc1ccc(/C(COc2ccccc2O)=N\O)cc1
5,-1,-4,0,-9,2,-0.2,9,-10,-1,CCCCc1cc2ccccc2c(OCCN(C)C)n1
0,-7,2,-1,8,5,0.5,12,3,2,COc1ccc(-c2nnc(SCC#N)o2)cc1
3,-4,4,0,-3,-4,-0.4,1,-15,-7,O=C(O)c1ccc(N2CCS(=O)(=O)CC2)cc1
-2,-1,2,0,10,4,0.0,10,6,-1,CCOC(=O)C1CCCN(Cc2cccc(Oc3ccccc3)c2)C1 (configuration not stated)
1,-1,4,3,-1,-1,0.2,-10,-6,4,COc1ccc(NC(=O)c2ccc(NS(=O)(=O)c3c(C)noc3C)cc2)cc1OC
-3,-14,6,-36,-2,-5,-10,7,0,-40,Oc1ccc(/C=N/Nc2cc(N3CCOCC3)nc(N3CCOCC3)n2)cc1O
2,-2,-8,1,-5,1,-0.1,9,-12,4,CCN1CCN(c2nc3c(c(=O)[nH]c(=O)n3C)n2CCCc2ccccc2)CC1

# Random excerpt: 2 compounds from above, in no set order.
LEDGF integ inh,ADAM17 inh,ARFGAP1 inhibitor,PLC-gamma1 inh,DDE Tn7 FP inh,DDE Tn6 FP inh,proKLK7 act,TDP2 inh,ASAP1 GAP inh,ADAM10 inh,SMILES
-1,8,15,4,-5,2,0.4,-10,8,23*,CN(Cc1ccccc1)C(=O)c1[nH]cnc1C(=O)N[C@@H](Cc1ccccc1)C(=O)OC(C)(C)C
-3,-2,-1,-1,-1,-1,-0.1,3,-2,-7,CC(=O)N1CCc2cc(S(=O)(=O)CCC(=O)NCCc3ccc(Cl)cc3)ccc21

# Sorted by count of non-hydrogen atoms (low to high): 4 of the compounds above.
LEDGF integ inh,ADAM17 inh,ARFGAP1 inhibitor,PLC-gamma1 inh,DDE Tn7 FP inh,DDE Tn6 FP inh,proKLK7 act,TDP2 inh,ASAP1 GAP inh,ADAM10 inh,SMILES
3,-2,0,-2,-4,3,0.2,4,11,5,Cc1cccn2c(=O)nc(SCC(=O)Nc3ccc4c(c3)OCCO4)nc12
-2,-5,4,-10,-3,-6,8.5,4,-1,-10,Cc1cccc(C)c1NC(=O)COC(=O)c1ccc2[nH]c3c(c2c1)CCCC3
1,-1,4,3,-1,-1,0.2,-10,-6,4,COc1ccc(NC(=O)c2ccc(NS(=O)(=O)c3c(C)noc3C)cc2)cc1OC
-1,-5,1,0,-2,6,-0.5,4,-10,-6,CCOC(=O)c1cc(-c2ccccc2)sc1NC(=O)CN1C(=O)NC(CC)(c2ccc(F)cc2)C1=O (configuration not stated)
